Compound activity as filed in PubChem BioAssay.
All columns: NCI-60 one-dose screen, growth in % after 48 h at 10 µM unless noted; 100 = growth as untreated, 0 = no growth, -100 = all killed.
UO-31: UO-31 renal cancer. 81,000 tested, 5.2% active. AID 1794768
A498: A498 renal cancer cells | 76,000 tested, 5.4% active
TK-10: TK-10 renal cancer cells; 81,000 tested, 3.9% active
CAKI-1: CAKI-1 renal cancer; AID 1794772; 75,000 tested, 4.7% active
ACHN: ACHN renal cancer; 81,000 tested, 4.9% active; AID 1794771
RXF 393: RXF 393 renal cancer cells | 77,000 tested, 6.9% active
786-0: 786-0 renal cancer cells | 81,000 tested, 5.1% active
SN12C: SN12C renal cancer cells; 81,000 tested, 3.8% active; AID 1794767
* hit, by the source's call; / = not tested or not shown; & = joins results of further samples; [ ] = another dose, or the depositor's remark. The calls were made as follows: active = growth percent below 10; inactive = the rest.

SMILES	UO-31	A498	TK-10	CAKI-1	ACHN	RXF 393	786-0	SN12C
NC(N)=N/N=C(/CCC(=O)O)C(=O)O	89	109	114	90	97	103	104	101
CCNCc1ccc(O)c2ncccc12	18	59	6.0*	35	23	60	40	34
C1=CC2=CC=C3C=CC=C4C(c5nc6c7ccccc7c7ccccc7c6[nH]5)=CC(=C1)C2C34 (configuration not stated)	63	64	127	/	90	100	98	95
NNC(=O)C1CC1	90	103	95	96	105	108	97	104
CCOC(=O)C1(C#N)C(=O)CSC1=Nc1ccccc1Cl (configuration not stated)	80	/	106	89	104	99	111	102
COc1cc(C(=O)OC(C)CN2CCOCC2)cc(OC)c1OC (configuration not stated)	88	164	112	77	104	105	95	103
CCOC(=O)c1ccc(N2C(=O)/C(=C/N3N=C(c4ccccc4)CC3c3ccccc3O)SC2=S)cc1 (configuration not stated)	65	/	120	96	89	82	93	85
CSc1ccc(Cc2nc3ccccc3[nH]2)cc1	88	90	101	98	94	/	103	95
O=C(Nc1ncc(Cc2ccccc2)s1)c1ccccc1	79	102	93	70	98	78	91	84
CC(=O)Oc1ccccc1C(=O)Nc1ccc(C(=O)/C=C/c2cccs2)cc1	105	81	/	96	112	126	89	104
COC1OC(C(C)Br)C2OC(C)(C)OC12 (configuration not stated)	83	115	126	56	104	/	100	95
Cc1ccc(C)c2c1sc1nc(Nc3ccc(Cl)cc3)c(C#N)c(=O)n12	75	74	154	84	128	112	94	90
CCOC(=O)c1nc2sc3c(c2c(=O)[nH]1)CCCC3	134	133	136	93	100	121	105	91
O=C1/C(=C/c2ccc(Cl)cc2)COc2ccc(O)cc21	53	100	100	71	80	98	64	69
CC[C@H](Nc1ncnc2nc[nH]c12)c1nc2cccc(CC(=O)c3ccc(C(=O)OC)cc3)c2c(=O)n1-c1ccccc1	83	102	96	/	98	86	77	88
COc1ccc(N=Cc2c(O)ccc3c2oc2cc(Cl)c(O)c(Cl)c23)cc1	103	107	120	/	96	/	89	102
COc1cc(-c2nc3c(c(C)nc4c3nnn4-c3ccccc3)c(=O)o2)cc(OC)c1OC	88	61	104	95	103	108	104	102
CC1=CC(=C(c2ccc(N)c(S(=O)(=O)O)c2)c2ccc(N)c(S(=O)(=O)O)c2)C=C(S(=O)(=O)O)C1=N	93	88	104	100	98	/	100	92
CCCCCCCCN(CCCCCCCC)CC(O)c1ccc2cc(Cl)c3ccccc3c2c1 (configuration not stated)	65	102	107	87	94	105	100	100
COc1ccc(Cn2cc(C(=O)N=Nc3c(O)[nH]c4ccc(F)cc34)nn2)cc1	93	83	102	97	110	110	98	95
C/C(=N/NC(=S)NC1CCCCC1)c1sc(Nc2ccc(Cl)cc2)nc1C	84	77	101	90	98	100	98	87
O=C(O)c1c2ccccc2nc2ccccc12	81	104	109	98	104	99	106	98
CCC1=CCC(=O)O1	92	95	104	93	105	96	96	108
O=C1Nc2ccccc2/C1=C/c1ccc(OCc2ccccn2)cc1	39	84	87	59	66	55	82	52
CCOC(=O)NN(C(=O)OCC)c1ccccc1C	101	94	106	73	102	122	110	105
CCOC(=O)c1nnn(Cc2cc(=O)oc3ccc4ccccc4c23)c1C	70	104	129	92	96	90	105	104
CC(=O)OCc1ccccn1	70	72	108	102	104	89	98	101
c1ccc(-c2cccc3ccccc23)cc1	91	88	97	97	107	94	103	96
O=S(=O)(O)c1cc(O)c2cc(Nc3ccccc3)ccc2c1	70	121	132	/	100	120	95	108
CCc1cccc(Nc2ccccc2C(=O)O)c1	100	89	106	98	105	101	101	99
Cc1cccc(Cc2cnc(NC(=O)c3ccc(-n4cnnn4)cc3)s2)c1	53	84	56	35	31	107	84	83
N#Cc1ccc2c(c1)CN(c1ncc(Cc3cccc(-n4cccn4)c3)s1)CC2	45	86	67	/	/	90	69	91
C=C1CCC2C3(C)COC(c4ccc(F)cc4)OC3CCC2(C)C1C/C=C1/C(=O)OCC1O (configuration not stated)	-91*	90	-36*	-5.2*	-98*	-70*	-89*	-11*
CC(C)(C)c1cc(CC(Cc2cc(C(C)(C)C)cc(C(C)(C)C)c2)(C2=N[C@@H]3c4ccccc4C[C@@H]3O2)C2=N[C@H]3c4ccccc4C[C@H]3O2)cc(C(C)(C)C)c1	89	102	90	94	101	99	100	98
Nc1ccc(C(=O)Nc2ccc(S(=O)(=O)O)cc2)cc1	96	126	94	/	106	114	101	109
CC1=C(C(=O)Nc2ccccc2)C(c2ccc3ccccc3c2)n2c(nc3ccccc32)N1 (configuration not stated)	75	134	116	61	53	53	11	14
O/N=C/c1ccco1	92	94	93	93	104	96	95	99
COc1cc2c(c(OC)c1OC)CCC(c1cccc(NC(=O)c3ccc([N+](=O)[O-])cc3)c1)O2 (configuration not stated)	58	/	83	70	72	76	84	82
COc1ccc(C(=O)/C=C/c2cccc3ccccc23)cc1S(N)(=O)=O	-69*	107	23	14	-27*	-59*	-30*	6.9*
Cn1c(COC(=O)NCCN2CCOCC2)nc2c(N3CCOCC3)nc(Cl)nc21	84	89	99	92	101	/	99	99
c1ccc(-c2[nH]cc3c2CCc2cncnc2-3)cc1	76	92	125	/	92	116	102	92
O=C1C=CC(=O)C(c2ccc(Cl)cc2)=C1	71	99	119	85	93	134	98	106
Cc1cc(C)c(Nc2nc3c(s2)C2=CC[C@H]4[C@@H]5CC[C@H]([C@H](C)CCCC(C)C)[C@@]5(C)CC[C@@H]4[C@@]2(C)CC3)c(C)c1	74	120	109	84	108	104	111	93
CCCCC(C(=O)O)C(C)CC (configuration not stated)	94	94	100	100	106	112	100	110
CC1(C)CC(=O)c2c(nn(-c3ccccc3)c2-c2cn(-c3ccccc3)nc2-c2ccccc2)C1	75	98	124	62	93	98	93	91
O=S(=O)(NCCNc1nccc(-c2c(-c3cccc(F)c3)nc3occn23)n1)c1ccc(Cl)cc1	47	71	92	51	47	59	60	65
O=C1CNc2cc(Cl)ccc2N1	82	97	/	98	99	101	109	103
COC(=O)c1ccc(NC(=O)Cn2c(=S)n(-c3ccccc3)c(=O)c3ccccc32)cc1	82	107	110	93	103	115	108	98
O=S(=O)(Nc1cc(Cl)c(F)c(Cl)c1)c1ccc(-c2cnc(C3CC3)o2)cc1	57	15	72	12	49	5.3*	43	49
CSCCC(NC(=O)c1ccccc1)C(=O)N/N=C1\S/C(=C/c2ccc(Cl)cc2)C(=O)N1Cc1ccccc1 (configuration not stated)	97	117	99	102	98	88	98	77
COc1c(/C=N/N=c2sc(C(=O)c3cc4ccccc4o3)nn2-c2ccccc2)c(O)cc2oc(C)cc(=O)c12	66	143	119	81	97	113	106	105
O=C(/C=C/c1ccccc1)c1cccc2ccccc12	47	50	22	41	43	12	84	46
NC1=NC(c2ccc(F)cc2)c2c(n[nH]c2N)N1 (configuration not stated)	68	89	112	88	97	118	104	97
O=C(/C=C/c1cccc([N+](=O)[O-])c1)OCc1ccc2cc1OCC#C/C=C\C#CCO2	107	115	102	139	98	113	108	97
O=C1c2ccccc2C2N1CCCN2C(=O)c1sc2ccccc2c1Cl (configuration not stated)	44	79	102	72	81	101	90	76
Fc1ccc(COc2cccc(-c3nc4sccn4c3-c3ccncn3)c2)cc1	40	57	15	59	83	89	79	74
COc1ccc(/C(=N\NC(N)=S)c2ccc(F)cc2)cc1OC	85	63	137	88	100	91	103	101
O=C1NC(=O)/C(=C\c2cccc(Oc3ccccc3)c2)S1	75	93	102	93	103	120	83	100
C/C(=C(/c1ccccc1)c1ccc(N2C(=O)c3cccc4c(NCCO)ccc(c34)C2=O)cc1)c1ccccc1	69	111	151	85	86	119	106	86
O=C1CCCC=CC[C@H]2C=C(Cl)C(=O)C2=CC[C@H](CCCCC(F)(F)F)OC(=O)CCCC=CC[C@H]2C=C(Cl)C(=O)C2=CC[C@H](CCCCC(F)(F)F)OC(=O)CCCC=CC[C@H]2C=C(Cl)C(=O)C2=CC[C@H](CCCCC(F)(F)F)OC(=O)CCCC=CC[C@H]2C=C(Cl)C(=O)C2=CC[C@H](CCCCC(F)(F)F)O1	90[3.5 µM]	105[3.5 µM]	133[3.5 µM]	/	109[3.5 µM]	112[3.5 µM]	113[3.5 µM]	92[3.5 µM]
Remaining list, next part.
SMILES	UO-31	A498	TK-10	CAKI-1	ACHN	RXF 393	786-0	SN12C
CC(=O)C1C(C)CC2C3CCC4=CC(=O)CCC4(C)C3CCC21C (configuration not stated)	76	100	88	/	/	107	88	99
CC(C)(CNC1CCCCC1)OC(=O)c1ccc(N)cc1	85	107	98	114	109	100	98	99
CC(NC(=O)CCc1nc2c(=O)[nH]c(=S)[nH]c2[nH]c1=O)C(=O)O (configuration not stated)	90	102	95	94	102	101	104	101
C=C1CC[C@H]2[C@@](C)(CCC3OC(c4ccc(OCc5cn(CC(O)C6OC7OC(C)(C)OC7[C@@H]6OCc6ccccc6)nn5)cc4)OC[C@]32C)[C@@H]1/C=C/C1=CCOC1=O (some centres not stated)	67	/	123	88	97	77	88	88
CCCCn1c(C)nc2ccc(Nc3nc(N4CCCC4)nc4nc[nH]c34)cc21	56	46	79	69	95	89	81	88
Cc1ccc(/C=C2\C(=O)N(C)c3ccc(Br)cc32)s1	65	96	109	65	85	101	94	89
COc1cccc(Cn2c(-c3nonc3N)nc3ccccc32)c1	33	-19*	32	21	47	-40*	37	44
CC(C)N=C(N)/N=C(\N)Nc1ccc(Cl)cc1	73	100	112	94	86	97	91	90
CCN1C(=O)N(CC)C2Nn3c(s/c(=C\c4ccc([N+](=O)[O-])cc4)c3=O)=NC21 (configuration not stated)	55	53	70	80	75	103	85	80
Cc1cccc(C(=O)OCc2ccccc2)c1	93	62	92	95	103	100	91	93
O=C(Nc1nc2ccc(C(=O)N3CCN(C(=O)c4ccco4)CC3)cc2s1)c1ccc(NCCc2ccccc2)c([N+](=O)[O-])c1	83	105	101	77	105	99	100	91
COc1ccccc1C(=O)c1ccccc1C(=O)c1ccccc1	65	104	104	105	98	114	96	91
Cc1c(C(=O)NCCN(C)C)n(C)c(=O)c2ccccc12	90	/	87	82	104	118	96	103
Cc1ccc2nc([C@@H](C)c3ccc4c(c3)[nH]c3ccc(Cl)cc34)[nH]c2c1	71	113	149	/	99	100	105	100
Cc1ccc(-c2c(-c3nc4ccccc4s3)c(N)nc3c(N=Nc4ccc(Br)cc4)c(N)nn23)cc1	91	67	120	85	94	65	87	99
O=[N+]([O-])c1ccc(N/N=C\c2ccc(Cl)c(Cl)c2)nc1	103	94	105	86	108	120	107	99
COc1ccc(Oc2nc(NCCCCN(C)C)ncc2[N+](=O)[O-])cc1	88	88	98	94	99	89	101	98
COc1ccc(Cc2nc(C#N)c(N3CCN(c4ccc(F)cc4)CC3)o2)cc1	82	103	75	/	103	76	91	105
CCO/C=N/C1=C(C#N)C(c2ccc(Cl)cc2)c2sc3c(C)cccc3c2O1 (configuration not stated)	30	-5.1*	62	39	32	-28*	29	26
CC1OC2CC(Nc3c2ccc2c3C(=O)c3ccccc3C2=O)C1O (configuration not stated)	/	102&80	152&128	99&64	99&91	86	111&113	114&102
CCOC(=O)c1csc2ncc(-c3ccc(OC)cc3)n12	94	/	131	96	103	119	101	92
COc1ccc2c(c1)O/C(=C/c1ccc(OCC(=O)Nc3ccc(S(=O)(=O)N=C(N)N)cc3)c(OC)c1)C2=O	76	100	107	/	/	99	98	96
COC(=O)CN(C(C)=O)c1ccccc1C(=O)OC	92	92	104	105	103	97	109	91
COc1ccc(C2C(C(=O)Nc3cccc(OC)c3)c3ccccc3C(=O)N2C2CCCCC2)cc1 (configuration not stated)	54	81	77	67	75	51	75	74
O=C(O)c1cc(Br)cc(Br)c1NS(=O)(=O)c1ccccc1	90	91	/	105	109	101	106	99
O=C1OC(=O)C2C1OC1C(=O)OC(=O)C12 (configuration not stated)	88	102	92	94	103	102	112	105
Oc1ccccc1CNCC12CC3CC(CC(C3)C1)C2	46	93	78	47	67	37	87	70
O=C(O)c1cc2cc([N+](=O)[O-])ccc2oc1=O	92	/	114	93	108	122	110	103
NS(=O)(=O)c1ccc(-n2nc(-c3ccc(Oc4ccccc4)cc3)ccc2=O)cc1	80	86	110	96	102	94	97	91

Grouped by structure, the compounds so far containing fluorine (9)
SMILES	UO-31	A498	TK-10	CAKI-1	ACHN	RXF 393	786-0	SN12C
COc1ccc(Cn2cc(C(=O)N=Nc3c(O)[nH]c4ccc(F)cc34)nn2)cc1	93	83	102	97	110	110	98	95
C=C1CCC2C3(C)COC(c4ccc(F)cc4)OC3CCC2(C)C1C/C=C1/C(=O)OCC1O (configuration not stated)	-91*	90	-36*	-5.2*	-98*	-70*	-89*	-11*
O=S(=O)(NCCNc1nccc(-c2c(-c3cccc(F)c3)nc3occn23)n1)c1ccc(Cl)cc1	47	71	92	51	47	59	60	65
O=S(=O)(Nc1cc(Cl)c(F)c(Cl)c1)c1ccc(-c2cnc(C3CC3)o2)cc1	57	15	72	12	49	5.3*	43	49
NC1=NC(c2ccc(F)cc2)c2c(n[nH]c2N)N1 (configuration not stated)	68	89	112	88	97	118	104	97
Fc1ccc(COc2cccc(-c3nc4sccn4c3-c3ccncn3)c2)cc1	40	57	15	59	83	89	79	74
COc1ccc(/C(=N\NC(N)=S)c2ccc(F)cc2)cc1OC	85	63	137	88	100	91	103	101
O=C1CCCC=CC[C@H]2C=C(Cl)C(=O)C2=CC[C@H](CCCCC(F)(F)F)OC(=O)CCCC=CC[C@H]2C=C(Cl)C(=O)C2=CC[C@H](CCCCC(F)(F)F)OC(=O)CCCC=CC[C@H]2C=C(Cl)C(=O)C2=CC[C@H](CCCCC(F)(F)F)OC(=O)CCCC=CC[C@H]2C=C(Cl)C(=O)C2=CC[C@H](CCCCC(F)(F)F)O1	90[3.5 µM]	105[3.5 µM]	133[3.5 µM]	/	109[3.5 µM]	112[3.5 µM]	113[3.5 µM]	92[3.5 µM]
COc1ccc(Cc2nc(C#N)c(N3CCN(c4ccc(F)cc4)CC3)o2)cc1	82	103	75	/	103	76	91	105
